Pf gamet viab: P. falciparum stage V gametocyte viability inhibition; P. falciparum stage V gametocytes, ATP luminescence, 24 h; inhibition, % at 10.9 µM; hit rate 0.065% among 150,000; AID 743093;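 active = inhibition above the mean plus 3 SD of compounds within the control limits, set per campaign, cut at about 38% in these data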;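 also: 0% = DMSO wells and 100% = medium only without gametocytes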
Starred values were filed as active, the others as inactive.

SMILES | Pf gamet viab
CCc1cc2c(=O)oc(-c3ccccc3F)nc2s1 | -34.6
O=C(Nc1c[nH]c(=O)[nH]c1=O)c1ccccc1Cl | 7.6
Cc1ccccc1-c1cc2nc(C)c(C)c(=O)n2[nH]1 | 12.7
CC(C)(C)N1C(=O)c2ccc(C(=O)Nc3ccc(C(=O)O)cc3)cc2C1=O | -14.1
CCOC(=O)COc1ccc(S(=O)(=O)NC2CC2)cc1 | 4.4
COc1cc(C2NC(=O)NC(C)=C2C(=O)OC2CCC(C)CC2)ccc1O (stereo unspecified) | 10.7
CCC(C)(C)C1CCc2[nH]nc(C(=O)NCCN3CCOCC3)c2C1 (stereo unspecified) | -16.7
COc1cccc(-c2c(-c3cc(OC)cc(OC)c3)n(C)c3ccc(-c4ccc(OC)nc4)cc23)c1 | 1.2
Cc1nc(N2CCN(c3ccccc3)CC2)[nH]c(=O)c1C | -3.2
COc1ccc(NC(=S)N2CCC(C(=O)c3ccc(C)cc3)CC2)cc1 | -11.9
Cc1ccc(C2=NN(C(=O)CCC(=O)O)C(c3ccc4c(c3)OCO4)C2)cc1 (stereo unspecified) | -4.1
CCOC(=O)[C@H]1[C@H]2COc3ccccc3[C@@H]2N2C(=O)c3cc(Cl)ccc3NC(=O)[C@@]12C | -19.3
O=C(c1ccc(Cl)cc1)C1CCN(Cc2ccccc2)CC1 | 3.8
CC1=C(N2CCOCC2)CCC1=O | 2.8
CCOc1ccc(C2NC(=O)c3ccccc3O2)cc1OC (stereo unspecified) | -0.7
O=[N+]([O-])c1cc2c(cc1CN1CCN(c3ccccc3F)CC1)OCO2 | 11.7
COc1ccc(C(O)Cc2nccn2C)cc1 (stereo unspecified) | 26.6
C=CCNC(=O)C1CC(=O)N(c2ccc(OCc3ccc(F)cc3)cc2)C1 (stereo unspecified) | 9.0
Cc1ccc2[nH]c(CNC(=O)c3ccc(F)cc3)cc2c1 | 7.9
CCn1cc(C(=O)Nc2ccc(Cl)cc2Cl)cn1 | -10.4
CCOC(=O)c1ccc(NC(=O)c2ccnn2C)cc1 | -15.7
CCCNC(=O)c1onc(CSc2ccccc2)c1C(=O)NCCC | -24.3
Cc1ccc(S(=O)(=O)Nc2ccc3c4c(cccc24)CC3)c(C)c1 | -6.1
CCC(C(=O)Nc1ccc(S(=O)(=O)Nc2ncccn2)cc1)c1ccccc1 (stereo unspecified) | 23.2
O=C(Nc1ccc(S(=O)(=O)Nc2cnc3ccccc3n2)cc1)c1ccc(F)cc1 | 0.9

(cont.)
SMILES | Pf gamet viab
CCC1CCC/C1=N\NC(=O)c1ccc(Cl)cc1 (stereo unspecified) | 12.0
O=C1C=C(N2CCOCC2)CO1 | 2.8
C=CCC[C@@H](Cc1ccc(F)cc1)C(=O)OC[C@H]1CCCN1C(=O)[C@@H](CC=C)CC(=O)N[C@H](CO)Cc1ccccc1 | -0.9
CCCn1c(C(O)c2ccc(OC)c(OC)c2)nc2ccccc21 (stereo unspecified) | -5.6
Cc1csc(CNc2ncnc3ccc(-c4ccoc4)cc23)c1 | -3.7
CCCC[C@@H]1CCCO[C@@](C(=O)NCc2ccccn2)(C(F)(F)F)C1 | -9.1
Clc1ccc2c(c1)Nc1ccccc1CC2 | 6.6
COc1ccc(C(NC(C)=O)c2nccc3cc(OC)c(OC)cc23)cc1OC (stereo unspecified) | 19.8
COc1ccc(OC)c(S(=O)(=O)N2CCN(c3ccccc3)CC2)c1 | 9.2
COC(=O)c1ccc(NC(=O)c2cccnc2)cc1 | -23.7
COc1ccc(CC(=O)N/N=C(\C)c2ccc(Br)s2)cc1 | -3.8
CC(C)C[C@@H](CC#N)N1CCN(CCc2ccccc2)CCC1=O | 19.5
COC(=O)c1ccc2nc(C3CCCCC3)c3c(c2c1)CCC3 | 11.3
CCOC(=O)c1cnc2ccc(Br)cc2c1NCCCN1CCOCC1 | -22.1
O=S1(=O)[C@H]2C[C@@H]3C=C[C@@]2(CN1Cc1cccc(Cl)c1)O3 | -18.3
CC(=O)Nc1ccc(Nc2nc(C)cc(C)n2)cc1 | -4.6
NS(=O)(=O)c1ccc(CCNc2nc(CN3CCOCC3)nc3sc4c(c23)CCC4)cc1 | 13.7
Cc1ccc(C(=O)N/N=C/c2cccc3ccccc23)cn1 | 1.7
CCc1c(C)nc2c(-c3ccccc3OC)c(C)[nH]n2c1=O | -1.0
CCC(=O)c1ccc(Oc2nc3c(c(=O)n(C)c(=O)n3C)n2CC)cc1 | 7.4
O=C(OCC#CCSc1nnc(-c2cccc3ccccc23)o1)c1ccc(Cl)cc1 | 12.5
Cc1ccc(C)c(OCCCCN2CCCCC2)c1 | -0.6
CC(C)C[C@@H](CO)N1CCN(Cc2ccc(O)cc2)CCC1=O | -8.0
CCCCOC(=O)Cn1c(=N)n(CCN2CCOCC2)c2ccccc21 | 35.4
COc1cccc(NC(=O)N2C3CCCC2CC(NC(C)=O)C3)c1 (stereo unspecified) | -10.3

Some of these compounds in order of length of the SMILES, lowest first.
SMILES | Pf gamet viab
O=C1C=C(N2CCOCC2)CO1 | 2.8
Clc1ccc2c(c1)Nc1ccccc1CC2 | 6.6
Cc1ccc(C)c(OCCCCN2CCCCC2)c1 | -0.6
COC(=O)c1ccc(NC(=O)c2cccnc2)cc1 | -23.7
CC(=O)Nc1ccc(Nc2nc(C)cc(C)n2)cc1 | -4.6
Cc1ccc(C(=O)N/N=C/c2cccc3ccccc23)cn1 | 1.7
COc1ccc(CC(=O)N/N=C(\C)c2ccc(Br)s2)cc1 | -3.8
CCc1c(C)nc2c(-c3ccccc3OC)c(C)[nH]n2c1=O | -1.0
COc1cccc(NC(=O)N2C3CCCC2CC(NC(C)=O)C3)c1 (stereo unspecified) | -10.3
COc1ccc(OC)c(S(=O)(=O)N2CCN(c3ccccc3)CC2)c1 | 9.2
CCC(=O)c1ccc(Oc2nc3c(c(=O)n(C)c(=O)n3C)n2CC)cc1 | 7.4
O=C(OCC#CCSc1nnc(-c2cccc3ccccc23)o1)c1ccc(Cl)cc1 | 12.5
CCCC[C@@H]1CCCO[C@@](C(=O)NCc2ccccn2)(C(F)(F)F)C1 | -9.1
O=S1(=O)[C@H]2C[C@@H]3C=C[C@@]2(CN1Cc1cccc(Cl)c1)O3 | -18.3
NS(=O)(=O)c1ccc(CCNc2nc(CN3CCOCC3)nc3sc4c(c23)CCC4)cc1 | 13.7
C=CCC[C@@H](Cc1ccc(F)cc1)C(=O)OC[C@H]1CCCN1C(=O)[C@@H](CC=C)CC(=O)N[C@H](CO)Cc1ccccc1 | -0.9

Additional structures:
SMILES | Pf gamet viab
CCOC(=O)CC/C(=N\NC(N)=O)c1ccc(OC)c(Cl)c1 | 17.6
CCC(=O)Nc1ccc(NCc2cccs2)cc1 | 0.0
CCOC(=O)C1=C(CCc2ccccc2)NC(=O)NC1c1ccc(C#N)cc1 (stereo unspecified) | -24.7
S=c1[nH]ncn1NCc1cccc(Br)c1 | -9.3
C/C(=N\NC(=O)C(C)Sc1ccccc1)c1ccc([N+](=O)[O-])cc1 (stereo unspecified) | 7.3
Cc1ccc(C(=O)NCC(C)NC(=O)c2ccc(C)c([N+](=O)[O-])c2)cc1[N+](=O)[O-] (stereo unspecified) | 2.8
CCN(CC)C(=O)OCc1c(-c2ccccc2)ncc2ccccc12 | 5.5
COc1ccc(CNCc2cc(OC)ccc2OC)cc1 | 13.2
CC(C)(C)OC(=O)CNC(=O)c1[nH]cnc1C(=O)NC(c1ccccc1)c1ccccc1 | 4.8
CCCCNc1c(-c2ccc(SC(C)CC)c(OC)c2)nc2ccc(C)cn12 (stereo unspecified) | 6.5
COc1ccc2cc(Br)ccc2c1CC(=O)NCCCN1CCOCC1 | 10.9
O=C(COC(=O)CNC(=O)c1ccccc1Cl)Nc1ccccc1Cl | 2.4
Cc1cccc([C@@H]2[C@@H]3C(=O)N(Cc4ccccc4)C(=O)[C@@H]3[C@]3(Cc4ccc(Cl)cc4)C(=O)N(c4cccc(Cl)c4)C(=O)N23)c1 | -27.6
CC(C)c1ccc(NC(=O)C2CC3CCC2C3)cc1 (stereo unspecified) | -1.2
COc1ccc(NC(=O)CCC(=O)c2ccc(C(C)C)cc2)cc1 | 15.8
CCN1C(=O)[C@H]2[C@@H](c3ccc(-c4cccc(Cl)c4)c(OC)c3)N3CCCC[C@@]3(C(=O)OC)[C@H]2C1=O | 17.3
c1ccc(-c2nnc(-c3ccccn3)nn2)nc1 | -17.5
COc1ccc(C(=O)NC(C)CCCC(C)(C)O)cc1OC1CCN(C(C)=O)CC1 (stereo unspecified) | -27.7
O=C(NCC1CCCO1)c1ccc(NC(=O)c2cccc(Cl)c2)cc1 (stereo unspecified) | -12.8
CC(C)(C)OC(=O)C[C@H]1C/C=C\C[C@@H](CC(=O)N[C@H](CO)Cc2ccccc2)C(=O)NC[C@@H](c2ccccc2)OC1=O | 20.4
Cc1ccc(-c2csc(NC(=O)c3ccco3)n2)cc1C | 25.8
CCc1sc(C(=O)NCc2ccco2)cc1Br | -8.6
COc1cc(C2NC(=O)NC(c3ccccc3)=C2C(C)=O)c(Br)c(Br)c1O (stereo unspecified) | -2.1
C[C@@H]1CN([C@@H](C)CO)C(=O)c2cc(NC(=O)CCC(F)(F)F)ccc2O[C@H]1CN(C)S(=O)(=O)c1ccc(Cl)cc1 | 30.7
O=C1OC(c2ccccc2)=N/C1=C/c1cccc(OC(=O)c2cccs2)c1 | 11.5

(more compounds)
SMILES | Pf gamet viab
Cc1ccc(C)c(NC(=O)C2CC3CCC2C3)c1 (stereo unspecified) | -3.2
CCCC(=O)Nc1ccc(NC(=O)c2cc3ccccc3o2)c(OC)c1 | -7.1
CCOC(=O)c1[nH]c(C)c(/C(O)=C2\C(=O)C(=O)N(CCCN(CC)CC)C2c2cccnc2)c1C (stereo unspecified) | 4.1
COCCN1C(=O)N(c2cccc(C)c2)C(=O)C1CC(=O)Nc1cc(OC)cc(OC)c1 (stereo unspecified) | 27.2
Cc1onc(-c2ccccc2Cl)c1C(=O)N[C@@H](C)c1ccccc1 | -3.6
C/C(=N\NC(=O)C(O)c1ccccc1)c1ccc(Cl)cc1 (stereo unspecified) | 13.0
CCCNC(=O)N1CCN(S(=O)(=O)c2ccc(C)c(C)c2)CC1 | 0.2
CCN1C(=O)CSC1=Nc1ccc(OC)cc1 | -2.9
CN(CCCC(=O)O)S(=O)(=O)c1ccc2c(c1)C(=O)c1cc(S(=O)(=O)N(C)CCCC(=O)O)ccc1-2 | 1.3
N#Cc1cc2c(=O)n3ccccc3nc2n(Cc2cccnc2)c1=O | 10.7
COc1ccc2oc(=O)c(C(=O)Nc3ccccc3C)cc2c1 | 1.6
C=CCNCc1ccc(C(=O)NCCCCCCC)cc1[N+](=O)[O-] | 12.3
COc1ccc(-c2cn(CCC(=O)O)c(-c3ccncc3)n2)cc1 | 17.5
COc1ccc([C@H]2CC(=O)C=C(c3ccc(F)nc3)C2)cc1OC | 17.1
CNc1nc(N/N=C/c2cc([N+](=O)[O-])ccc2F)nc(Nc2ccccc2)n1 | -3.7
CC(C)NC(=O)CS(=O)(=O)c1ccccc1 | -6.6
COc1ccc(-c2sc(Nc3ccccc3)n[n+]2C)c(C)c1C | 0.3
COc1ccc(S(=O)(=O)N2CCN(Cc3cccc([N+](=O)[O-])c3)CC2)cc1 | 1.4
COc1ccc(CCN(C)C2CCCN(S(=O)(=O)c3ccccc3)C2)cc1OC (stereo unspecified) | 0.5
CC(=O)CSc1nc(-c2ccccc2)c(-c2ccccc2)o1 | 7.4
CC(C)(C)OC(=O)CC[C@@H](C(=O)NCCCCCCCCCCC(=O)N1CCN(C(=O)OC(C)(C)C)CC1)n1cc(CCCCCNC(=O)OC(C)(C)C)nn1 | 17.7
O=C(Nn1cnnc1)c1ccc(Cl)c(Cl)c1 | -0.8
COc1ccccc1-c1nnc(-c2ccc(F)cc2)o1 | -17.9
O=C1NC(=Nc2ccccc2Cl)S/C1=C\c1cccc([N+](=O)[O-])c1 | -25.7
CCc1ccc(OC)c(S(=O)(=O)N2CCN(C(=O)c3ccco3)CC2)c1 | 7.3

More compounds.
SMILES | Pf gamet viab
Cc1ccc(NC(=O)c2cc(C)nc3ccccc23)c(C)c1 | -15.5
O=C1N[C@@H](c2ccccc2)COC(=O)[C@H](Cc2ccc(F)cc2)CC/C=C/C[C@@H]1CC(=O)N(CCO)Cc1ccccc1 | 1.6
O=C(Nc1cccc(Cl)c1Cl)C1CCCO1 (stereo unspecified) | 14.3
O=C(Nc1ccc(C(=O)c2ccc(C(=O)O)c(C(=O)O)c2)cc1)c1ccccc1 | 8.7
Cc1ccc(C)c(OCCN2CCOCC2)c1 | -7.1
Cc1ccc2cccc(NC(=O)C(F)(F)F)c2n1 | 28.4
COCCNC(=O)CCC1CCN(Cc2cccc(-c3ccc(C)o3)c2)CC1 | -13.9
CCOC(=O)CN1C(=O)N[C@@H](c2ccccc2)[C@H](C(C)=O)[C@H]1C | 7.2
Nc1nnn(-c2ccccc2)c1-c1ccccc1 | 9.0
Cc1ccc(C)c(OCCCC(=O)NC2CCCCC2)c1 | -28.4
O=[N+]([O-])c1ccc(CP(=O)(c2ccccc2)c2ccccc2)cc1 | -1.7
COc1ccc(-c2cn(Cc3cccc(OC)c3)nn2)cc1 | -10.0
CC(C)(C)c1ccc(OCCCn2ccnc2)cc1 | 8.3
Cc1cc(Br)c(NC(=O)CCNC(=O)OCc2ccccc2)cc1C | 14.0
OCCN1CCN(C2CCC(c3ccc(F)cc3)c3ccc(F)cc32)CC1 (stereo unspecified) | -0.2
O=C1CCCC/C=C\C[C@H](CC(=O)N(CCO)Cc2ccccc2)C(=O)N2CCC[C@@H]2CO1 | 9.8
COc1ccc(C(=O)N(C)C2CCCN(Cc3ccccc3F)C2)cc1OC (stereo unspecified) | -7.1
O=c1cc(-c2ccncc2)oc2c1ccc1ccccc12 | 21.6
Fc1ccc(-c2ccc(NCCN3CCOCC3)nn2)cc1 | -6.9
O=C(COc1ccc(Cl)cc1)Nc1cc(NC(=O)COc2ccc(Cl)cc2)cc(C(=O)O)c1 | -9.7
CCOC(=O)C1(Cc2cccc(Cl)c2)CCCN(C(=O)CCNC(C)=O)C1 (stereo unspecified) | 19.2

Assay outcomes deposited in PubChem by The Scripps Research Institute Molecular Screening Center.

This is a subset. The share of hits here may be higher or lower than overall.
